MsrA inh = bovine MsrA enzyme inhibitors, primary screen, biochemical, absorbance, HTS; 0.75% of 360,000 active; AID 651718, 2012; inhibition, % at 15.5 µM; purified bovine MsrA, absorbance read-out; Methionine sulfoxide reductase A (Bos taurus); in the data active = inhibition above about 4.5%;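 note: 0% = vehicle wells with enzyme and 100% = reference inhibitor wells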
Scp1 inh = Scp-1 phosphatase inhibitors, primary screen, biochemical, colorimetric, uHTS; inhibition, % at 20 µM; Recombinant Scp1, phosphopeptide, malachite green phosphate absorbance; 0.88% of 340,000 active;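 active = inhibition above about 50% at 20 µM, limit read from the data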;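 note: plate controls were DMSO wells with enzyme for no effect and wells lacking enzyme for full effect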
Target sequence (Q9GZU7 76-261 limits assumed): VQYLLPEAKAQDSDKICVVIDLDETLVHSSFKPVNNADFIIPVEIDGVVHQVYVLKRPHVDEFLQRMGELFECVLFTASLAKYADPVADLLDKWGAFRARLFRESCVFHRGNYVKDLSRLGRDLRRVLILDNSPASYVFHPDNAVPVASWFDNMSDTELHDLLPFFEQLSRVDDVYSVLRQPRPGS
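System: truncated SCP-1 phosphatase (76-261aa); medium: Tris acetate buffer pH 5.5 with MgCl2 and Tween-20; incubation: 45 min room-temperature reaction, 5 min colour, 30 min stabiliser; compound: single 20 µM dose, 1% DMSO; reagent: Phosphorylated 17-residue peptide substrate; read-out: % inhibition at 20 µM; technique: colorimetric free-phosphate detection, absorbance 630 nm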
NadD block = inhibitors of S. aureus NadD, primary screen, biochemical, colorimetric, uHTS | Nicotinate-nucleotide adenylyltransferase NadD (Staphylococcus aureus N315) | purified NadD enzyme, colorimetric absorbance read-out | inhibition, % at 20 µM | 0.78% of 360,000 active | AID 602399, 2012; in the data active = inhibition above about 26%; note: some compounds past the cut are filed as inactive
DNMT1 block = human DNMT1 methyltransferase inhibitors, primary screen, biochemical, molecular beacon, fluorescence, HinP1I cleavage, uHTS; AID 588458, 2011; inhibition (reported as % activation of signal), % at 10 µM; 0.83% of 360,000 active; DNA (cytosine-5)-methyltransferase 1 (Homo sapiens), P26358; in the data active = inhibition above about 50%
CSN inh = inhibitors of CSN-mediated cullin deneddylation, primary screen, biochemical, fluorescence polarization, uHTS; COP9 signalosome complex subunit 5 (Homo sapiens), Q92905; Purified CSN, SCF-Nedd8-OG deneddylation; inhibition, % at 12.5 µM; 0.38% of 360,000 active; AID 651999, 2013;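 active = pattern-corrected inhibition above about 35%, with an unprinted fluorescence ratio check between 0.5 and 1.5, limit read from the data, passing the limit was not always enough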;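 note: 0% = enzyme with substrate and 100% = substrate without enzyme; some results filed as inactive read as strong as hits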
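Schedule: reaction 90 min, room temperature / Assay system: HEK293T-derived human Csn5 enzyme / Input: Csn5 at 0.24 nM final / Measure: inhibition of Csn5 cleavage, % / Control set: substrate-only high control, full reaction low control / Technique: fluorescence polarization of the substrate / Buffer or medium: Tris/NaCl/DTT buffer, pH 7.5 / Reagent: SCFSkp2-Nedd8OG substrate at 10 nM final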
SUMO1 PPI mod = modulators of SUMO1 protein-protein interactions, primary screen, biochemical, uHTS | inhibition, % at 20 µM | SUMO1 binding to a labelled peptide, TR-FRET, 1 h | 0.33% of 360,000 active; in the data active = inhibition above about 37%
Target sequence (P63165 whole entry, looked up): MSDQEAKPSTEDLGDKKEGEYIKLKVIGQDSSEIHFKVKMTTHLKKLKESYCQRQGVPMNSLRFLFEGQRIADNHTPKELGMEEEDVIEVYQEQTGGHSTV
LMPTP inh = LMPTP phosphatase inhibitors, primary screen, biochemical, fluorescence intensity, uHTS; inhibition, % at 20 µM; recombinant LMPTP-A, OMFP fluorogenic substrate; 0.22% of 360,000 active; AID 651560, 2012; Low molecular weight phosphotyrosine protein phosphatase (Homo sapiens), P24666;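 active = compounds that cut the enzyme signal by at least half of the control window in the single-dose screen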;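 note: plate controls were DMSO wells with enzyme plus substrate for no effect and substrate without enzyme for full effect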
Target sequence (P24666 whole entry, looked up): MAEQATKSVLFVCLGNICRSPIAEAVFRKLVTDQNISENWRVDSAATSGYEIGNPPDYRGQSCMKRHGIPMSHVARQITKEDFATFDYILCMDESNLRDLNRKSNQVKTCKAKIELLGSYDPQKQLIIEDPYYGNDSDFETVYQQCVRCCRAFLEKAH
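material = LMPTP-A | quantity = 0.625 nM enzyme | reagent = OMFP substrate, 400 µM final | buffer or medium = Bis-Tris pH 6.0, DTT, detergent | detection = endpoint fluorescence intensity from OMFP dephosphorylation | dosing = single 20 µM dose | read-out basis = % inhibition relative to no-enzyme and uninhibited control wells | control set = no-enzyme and uninhibited controls | timing = 50 min at room temperature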
Tb MetRS inh = T. brucei MetRS inhibitors, primary screen, biochemical, luminescence; methionyl-tRNA synthetase (Trypanosoma brucei brucei); purified T. brucei MetRS, ATP depletion, Kinase-Glo luminescence; inhibition, % at 11.9 µM; 0.4% of 360,000 active; AID 624268, 2012;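 active = inhibition above a per-plate cutoff of the control wells' mean inhibition plus 3 SD, cut at about 5.5% in these data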;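 note: 0% = DMSO wells median and 100% = median of wells with control inhibitor compound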
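Test system: purified T. brucei MetRS enzyme. Also added: ATP, methionine and E. coli bulk tRNA substrates. Compound: 11.9 µM single point. Schedule: 15 min enzyme-compound preincubation, 2 h reaction, 10 min detection, 25 °C. Signal: luciferase luminescence of residual ATP, Kinase-Glo. Evaluation: percent inhibition versus plate control medians. Controls: DMSO wells, low control.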
Rpn11 inh = Rpn11 (PSMD14) deubiquitinase inhibitors, primary screen, biochemical, fluorescence polarization, uHTS | 26S proteasome non-ATPase regulatory subunit 14 (Homo sapiens), O00487 | AID 588493, 2011 | calls only at 20 µM | human 26S proteasome, Ub4-pepOG fluorescence polarization; 20S core pre-blocked with epoxomicin | 0.59% of 360,000 active;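 active = inhibition at 20 µM, scaled to each plate's controls, above about 33%, limit read from the data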
STEP block = STEP phosphatase inhibitors, primary screen, biochemical, fluorescence intensity, uHTS; inhibition, % at 20 µM; 0.25% of 360,000 active; recombinant STEP, OMFP fluorogenic substrate; AID 588621, 2011; Tyrosine-protein phosphatase non-receptor type 5 (Homo sapiens), P54829;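 active = inhibition at 20 µM, scaled per plate between control wells, above about 37%, limit read from the data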;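 note: 0% = DMSO with enzyme and substrate and 100% = substrate only without enzyme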
Target sequence (P54829 whole entry, looked up): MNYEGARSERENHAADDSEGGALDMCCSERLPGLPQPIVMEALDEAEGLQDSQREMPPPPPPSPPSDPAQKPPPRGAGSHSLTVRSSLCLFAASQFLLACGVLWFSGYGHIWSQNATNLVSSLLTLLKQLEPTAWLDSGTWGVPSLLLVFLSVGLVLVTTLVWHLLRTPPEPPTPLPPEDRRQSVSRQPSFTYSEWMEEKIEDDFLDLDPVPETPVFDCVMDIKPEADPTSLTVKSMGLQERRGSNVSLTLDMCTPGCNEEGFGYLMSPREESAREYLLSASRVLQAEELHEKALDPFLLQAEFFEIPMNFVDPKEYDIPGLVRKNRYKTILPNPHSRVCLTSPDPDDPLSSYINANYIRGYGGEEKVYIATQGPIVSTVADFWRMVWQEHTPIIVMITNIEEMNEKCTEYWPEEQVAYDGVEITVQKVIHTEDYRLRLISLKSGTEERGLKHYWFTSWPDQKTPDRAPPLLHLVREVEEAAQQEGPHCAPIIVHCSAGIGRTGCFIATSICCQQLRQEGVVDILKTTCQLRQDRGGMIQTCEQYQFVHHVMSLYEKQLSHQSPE
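Test system: STEP tyrosine phosphatase / Reagent: OMFP at 25 µM / Doses: 20 µM, 1% DMSO / Read-out: percent inhibition scaled to no-enzyme and uninhibited-enzyme controls, plate-pattern corrected / Detection: FITC-channel fluorescence of OMFP product / Medium: Bis-Tris buffer pH 6.0, 2.5 mM DTT, 0.005% Tween 20 / Schedule: 20 min at room temperature, dark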
* = called active by the depositor; i = inactive; / = not tested or not shown.

SMILES	MsrA inh	Scp1 inh	NadD block	DNMT1 block	CSN inh	SUMO1 PPI mod	LMPTP inh	Tb MetRS inh	Rpn11 inh	STEP block
COc1ccc(N2CCN(C(=O)CSc3ncnc4c3cnn4-c3ccc(OC)cc3)CC2)cc1	-1.2	3	2	-9	-4	-1	-2.5	-0.4	i	5
O=C(NCc1ccncc1)C12CC3CC(CC(Cl)(C3)C1)C2	1.1	-10	-2	2	0	2	-0.9	-0.4	i	1
O=C(Nc1cnccn1)Nc1ccc(Cl)cc1Cl	-0.7	0	-2	15	4	1	-1.3	-0.9	i	-1
Cc1ccc(NC(=O)COC(=O)c2ccc3c(c2)NC(=O)C2CCCN32)cc1 (stereo not drawn)	2.0	2	38*	-24	6	4	-0.2	-0.5	i	5
O=C(NC1CCCCC1)C(c1cccnc1)N(C(=O)c1csnn1)c1ccccc1 (stereo not drawn)	0.6	-1	-3	3	2	-1	-0.7	0.0	i	-1
Cc1cc(SCC(=O)OCC(=O)N2CCCC2=O)c(C)cc1Br	-0.6	-6	-4	1	0	6	1.5	-0.1	i	0
CCCN(CC(=O)Nc1ccccc1C)C(=O)c1ccc(-c2ccc([N+](=O)[O-])cc2)o1	0.8	-2	14	-12	1	-27	4.9	-0.3	i	8
CCOC(=O)C1CCN(Cc2coc3ccc(Cl)cc3c2=O)CC1	1.2	-3	-3	-1	1	2	-1.3	-0.1	i	5
Cc1ccc(NC2c3ncccc3C(=O)N2Cc2cccs2)cc1 (stereo not drawn)	1.9	-3	2	0	-2	1	0.0	0.2	i	27
CCc1c(C)nc(N)n2c(SCC(=O)N3CCCc4ccccc43)nnc12	0.2	-4	-7	8	-6	4	-1.1	0.7	i	-17

Sorted by the number under Tb MetRS inh (rising): some entries from above
SMILES	MsrA inh	Scp1 inh	NadD block	DNMT1 block	CSN inh	SUMO1 PPI mod	LMPTP inh	Tb MetRS inh	Rpn11 inh	STEP block
Cc1ccc(NC(=O)COC(=O)c2ccc3c(c2)NC(=O)C2CCCN32)cc1 (stereo not drawn)	2.0	2	38*	-24	6	4	-0.2	-0.5	i	5
O=C(NCc1ccncc1)C12CC3CC(CC(Cl)(C3)C1)C2	1.1	-10	-2	2	0	2	-0.9	-0.4	i	1
CCCN(CC(=O)Nc1ccccc1C)C(=O)c1ccc(-c2ccc([N+](=O)[O-])cc2)o1	0.8	-2	14	-12	1	-27	4.9	-0.3	i	8
CCOC(=O)C1CCN(Cc2coc3ccc(Cl)cc3c2=O)CC1	1.2	-3	-3	-1	1	2	-1.3	-0.1	i	5
O=C(NC1CCCCC1)C(c1cccnc1)N(C(=O)c1csnn1)c1ccccc1 (stereo not drawn)	0.6	-1	-3	3	2	-1	-0.7	0.0	i	-1
CCc1c(C)nc(N)n2c(SCC(=O)N3CCCc4ccccc43)nnc12	0.2	-4	-7	8	-6	4	-1.1	0.7	i	-17

Later entries:
SMILES	MsrA inh	Scp1 inh	NadD block	DNMT1 block	CSN inh	SUMO1 PPI mod	LMPTP inh	Tb MetRS inh	Rpn11 inh	STEP block
Cc1ccc2c(c1)c1ncnc(N3CCN(c4ccccc4)CC3)c1n2C	1.3	-3	1	-12	4	1	8.9	-0.7	i	7
Cc1c(C(=O)OC(C)C)sc(NC(=O)c2cccnc2)c1C#N	0.1	-10	7	-9	5	8	-0.2	0.2	i	-4
CCCc1[nH]nc2c1C(C1CCCCC1)C(C#N)=C(N)O2 (stereo not drawn)	0.1	-6	-1	-3	0	10	1.5	-0.5	i	-2
CC(C)C(c1nnnn1C1CCCCC1)N1CCOCC1 (stereo not drawn)	-0.3	-5	-4	3	0	0	-1.0	-0.8	i	-2
COc1ccc(CC(=O)OCN2C(=O)c3ccccc3C2=O)cc1OC	0.5	-2	0	0	1	-9	-0.2	0.0	i	4
COCc1ccc(C(=O)N2CCCC(N3CCN(c4cccc(Cl)c4)CC3)C2)s1 (stereo not drawn)	-0.1	/	1	6	-1	-3	-1.4	-0.2	i	0
CCOC(=O)c1cnc(-n2nc(C)cc2C)nc1NC1CCCC1	0.4	-4	7	-3	3	9	4.0	0.5	i	2
CC1(c2ccc3c(c2)OCO3)NC(=O)N(CC(=O)c2ccc[nH]2)C1=O (stereo not drawn)	0.4	-6	-3	-3	7	4	1.2	0.3	i	1
Cn1c2c(c(=O)n(C)c1=O)C1c3ccccc3OCC1C(C)(C)O2 (stereo not drawn)	-0.2	-4	-5	0	-4	7	-0.9	-0.9	i	-2
O=C(CCN1CCOCC1)c1ccc(Cl)cc1	-1.6	0	-3	4	-5	-2	-0.8	-0.9	i	1
Cc1ccc(-n2c(C)cc(C(=O)COC(=O)c3ccc[nH]c3=O)c2C)cc1	0.5	42	1	5	-9	2	0.8	-0.3	i	2
O=C(Nn1cnnc1)c1cccc(S(=O)(=O)N2CCOCC2)c1	1.0	-2	0	1	-4	2	-1.0	-0.7	i	0
CN1CCN(C2Cc3ccc(F)cc3Sc3cc(F)c(Cl)cc32)CC1 (stereo not drawn)	0.0	11	-3	1	-2	-24	-0.3	-0.6	i	4
CCN(CC)C(=O)[C@H]1C[C@H](CC(=O)NCc2ccco2)C(=O)N2CCc3c([nH]c4ccc(Cl)cc34)[C@]12C	-0.7	-1	2	-2	-6	3	-1.1	0.5	i	-2
CC1(C(=O)OCC(=O)N2c3ccccc3Sc3ccccc32)CC1(Cl)Cl (stereo not drawn)	-0.4	-10	-10	0	6	7	2.0	-0.5	i	0
OC(CNCc1ccc(Cl)c(Cl)c1)c1ccccc1 (stereo not drawn)	-0.9	-10	-7	3	5	-1	-1.9	-0.3	i	-1
Cc1ccc(NS(=O)(=O)c2cccc(C(=O)NCCCN3CCCC3=O)c2)cc1	-0.6	-10	-3	0	2	0	-2.9	-0.1	i	-4
COc1ccc(C(CC(=O)c2ccccc2)S(=O)(=O)c2ccccc2)cc1 (stereo not drawn)	-0.5	6	-2	5	-12	-4	-0.7	-0.9	i	1
O=C(CC(=O)NC1CCCCC1)N/N=C/c1ccc(Cl)cc1	-0.2	-6	5	21	0	-3	-1.2	-1.0	i	2
CC(=O)C1=C(O)C(=O)N(c2ccc(S(=O)(=O)Nc3nccs3)cc2)C1c1ccc(F)cc1 (stereo not drawn)	2.2	-12	5	2	1	-12	0.0	0.0	i	1
Cc1cc(C)n2ncc(/C(N)=N/OC(=O)Nc3ccccc3)c2n1	0.8	-7	0	-1	1	3	-0.5	-1.0	i	0
COc1ccc(C(=O)NNC(=O)COC(=O)c2sccc2C)cc1	0.6	-6	-6	1	2	0	-0.5	-0.4	i	0
Cc1ccc(C(=O)NCC(=O)N(C)CC(=O)Nc2ccccc2Br)s1	-0.4	3	4	1	-1	0	-1.7	-0.3	i	1
COc1ccc(S(=O)(=O)NCc2ccc(C(=O)N3CCc4ccccc4C3)cc2)cc1	0.7	-1	-6	-1	-17	1	-1.9	-0.3	i	2
COc1ccc([C@H]2/C=C\CN(S(=O)(=O)c3ccc4ccccc4c3)[C@@H](C)C(=O)N2Cc2ccc(F)cc2)cc1	0.1	-11	7	5	-4	1	4.8	0.2	i	5
CC(=C/c1ccc(C(C)C)cc1)/C=N/NC(=O)Cn1nnnc1N	1.4	0	8	1	-8	-3	1.1	0.4	i	-1
O=C(Cc1ccccc1)Nc1ccc(NC(=O)c2ccco2)cc1Cl	-0.4	1	8	-1	3	-1	-0.1	0.1	i	-2
CC1(Oc2ccccc2-c2ccn[nH]2)CCN(Cc2ccc(OC(F)(F)F)cc2)C1 (stereo not drawn)	-0.3	/	-7	11	2	-4	-0.4	0.3	i	0
COc1ccc(C(=O)Nc2ccccc2C(=O)NC(Cc2ccc(O)cc2)C(=O)NNC(=O)c2ccc(C)cc2)cc1 (stereo not drawn)	-0.1	-7	11	-8	1	78*	11	0.0	i	4
CCOCC(=O)Nc1nc2ccccc2s1	-0.1	-2	2	3	2	1	-1.7	-0.3	i	-2
CC(C)=CC(=O)O[C@H]1[C@@H]2[C@H](C)C(=O)O[C@@H]2C[C@@H](C)[C@@H]2[C@@H](O)CC(=O)[C@]21C	0.1	-2	1	-1	-2	-1	-0.8	-0.1	i	0
O=C(N=Nc1c(O)[nH]c2ccc(Br)cc12)c1cc(-c2cccc3ccccc23)n[nH]1	1.4	-10	39*	-2	-2	2	2.6	-0.3	i	2
Cc1ccc(S(=O)(=O)N2CCOCC2)cc1NC(=O)CSc1cccc[n+]1[O-]	-0.9	-8	-7	6	-5	-3	-1.6	0.0	i	4
c1ccc(Oc2ccccc2-c2cc(NCCc3cccnc3)n3nccc3n2)cc1	0.0	/	5	0	-2	0	6.9	0.0	i	-1
COC(=O)/C=C1\N/C(=N\c2nc(C)cc(C)n2)N(c2ccc(C)c(C)c2)C1=O	3.2	6	3	3	1	-2	-0.4	-0.1	i	0
CC(=O)Nc1ccc(C=CC=Cc2cccc([N+](=O)[O-])c2)cc1	0.9	0	-6	-8	-1	-34	1.4	-0.2	i	0

Compound activity deposited in PubChem BioAssay by several laboratories.
